TDP1 block – qHTS Assay for Inhibitors of Tyrosyl-DNA Phosphodiesterase (TDP1); recombinant TDP1, AlphaScreen DNA substrate cleavage; Potency, µM (doses to about 130 µM), inactives show at the top dose activity change, negative = inhibition, most hits filed as inhibitors; 350,000 tested, 0.28% active; AID 485290, 2010; note: nearly all actives have a fitted effect of over 40% in size
Target sequence (Q9NUW8 whole entry, looked up): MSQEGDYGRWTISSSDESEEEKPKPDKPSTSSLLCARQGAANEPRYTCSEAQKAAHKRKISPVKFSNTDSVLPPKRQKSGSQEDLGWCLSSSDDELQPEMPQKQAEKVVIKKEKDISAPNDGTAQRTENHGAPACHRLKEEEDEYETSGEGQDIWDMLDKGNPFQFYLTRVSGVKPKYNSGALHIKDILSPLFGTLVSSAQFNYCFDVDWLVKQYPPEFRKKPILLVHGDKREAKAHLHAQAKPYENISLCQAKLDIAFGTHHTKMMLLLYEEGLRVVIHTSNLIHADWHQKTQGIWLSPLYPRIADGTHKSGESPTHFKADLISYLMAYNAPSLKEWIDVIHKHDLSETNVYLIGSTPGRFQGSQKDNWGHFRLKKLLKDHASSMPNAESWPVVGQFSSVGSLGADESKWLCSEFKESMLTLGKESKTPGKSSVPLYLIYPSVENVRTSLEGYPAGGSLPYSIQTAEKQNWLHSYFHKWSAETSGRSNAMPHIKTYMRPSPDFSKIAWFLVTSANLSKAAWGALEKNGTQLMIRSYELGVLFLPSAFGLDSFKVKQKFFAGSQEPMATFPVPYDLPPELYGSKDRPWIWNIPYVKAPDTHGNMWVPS
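Signal: AlphaScreen proximity between streptavidin donor and anti-FITC acceptor beads on intact substrate. Reaction: Tdp1 1 nM, substrate 15 nM final, 5 min RT after 15 min compound preincubation.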
TDP1 cell CPT – qHTS for Inhibitors of human tyrosyl-DNA phosphodiesterase 1 (TDP1): qHTS in cells in presence of CPT | chicken DT40 Tdp1-/-;hTDP1 cells + 20 nM CPT, ATP luminescence, 48 h | Potency, µM (series often up to 46.2 µM), for inactives: top-dose activity change, negative = growth inhibition, actives largely listed as inhibitors | 420,000 tested, 12% active; note: nearly all actives have a fitted effect of over 55% in size
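Chicken DT40 Tdp1-/- cells complemented with human TDP1, 400 cells/well, exposed to compounds plus 20 nM camptothecin for at least 48 h at 37 C; viability read as ATP content by CellTiter-Glo luminescence.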
TDP1 cell noCPT – qHTS for Inhibitors of human tyrosyl-DNA phosphodiesterase 1 (TDP1): qHTS in cells in absence of CPT. 420,000 tested, 15% active. AID 686978, 2013. DT40 Tdp1-/- hTDP1 cells, no CPT, ATP luminescence, 48 h. Potency, µM (top dose mostly 46.2 µM), for inactives: at the highest dose activity change, negative = growth inhibition, usual class: inhibitors; note: nearly all actives have a fitted effect of over 55% in size
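Growth kinetics read by CellTiter-Glo luminescence after ≥48 hr at 37 °C. Cells: DT40 Tdp1-/- stably carrying human TDP1, 400 per well, compound exposure in the absence of CPT (DMSO vehicle).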
* hit, by the source's call; ? = inconclusive; · = no result given; [ ] = another dose, or the depositor's remark. Calls come from the whole dose curve; as a rule, active = well fitted curve in the direction sought with a large enough effect; inconclusive = small, poorly fitted or top-dose-only effect, or another doubt; inactive = no such curve, though single readings can be large; an effect the other way counts as inactive or inconclusive. % is set by controls: 0 for no effect and ±100 for the full control effect; potency is the fitted concentration of half-maximal effect. Compounds were not picked by outcome; about 18% have a hit in one of these screens.

SMILES	TDP1 block	TDP1 cell CPT	TDP1 cell noCPT
Cc1ccc2c(c1)c1nnc(SCC(=O)Nc3ccccc3C(F)(F)F)nc1n2CC(=O)O	5%	17%	8%
N#Cc1c(N2CCOCC2)nc(N2CCCCC2)c2c1CCN(C1CCCCC1)C2	4%	?	?
CC(C)CNc1ncnc2nc[nH]c12	·	-7%	?
CCC(=O)NCCN1CCN(C(=O)CC)CC1	4%	2%	3%
C/C(=N\NC(N)=O)c1ccccc1	-2%	-1%	-7%
CCOC(=O)c1c(S(=O)(=O)NCC(=O)N2CCN(c3cc(C)ccc3C)CC2)c(C)n(C)c1C	6%	?	?
COc1cc(/C=C/C(=O)OCC(=O)N2CC(C)OC(C)C2)ccc1OCC#N (configuration not stated)	·	-4%	-16%
COC(=O)c1[nH]c2ccc(F)cc2c1NS(=O)(=O)c1ccc(OC)cc1	5%	3.3µM*	3.3µM*
Cc1ccc(/C=C(\NC(=O)c2ccccc2)C(=O)OCc2ccccc2)cc1	-1%	?	?
O=C(Cc1ccccc1)Nc1nccs1	·	-17%	-14%
O=c1c2c(-c3ccccc3)csc2ncn1/N=C/c1c2ccccc2cc2ccccc12	3%	?	16µM*
Cc1ccc(NC(=O)C2CCN(C(=O)c3cccs3)CC2)cc1	1%	2%	-5%

The closing 4 records of the part above open the next one.
SMILES	TDP1 block	TDP1 cell CPT	TDP1 cell noCPT
Cc1ccc(/C=C(\NC(=O)c2ccccc2)C(=O)OCc2ccccc2)cc1	-1%	?	?
O=C(Cc1ccccc1)Nc1nccs1	·	-17%	-14%
O=c1c2c(-c3ccccc3)csc2ncn1/N=C/c1c2ccccc2cc2ccccc12	3%	?	16µM*
Cc1ccc(NC(=O)C2CCN(C(=O)c3cccs3)CC2)cc1	1%	2%	-5%
CC(=O)c1cc(C#N)c(N2CC(C)OC(C)C2)nc1C (configuration not stated)	-3%	10%	16%
Cc1nc(SCC(N)=O)c(C#N)c(C)c1C	·	1%	-27%
S=C(NCCN1CCOCC1)Nc1ccc(Nc2ccccc2)cc1	3%	2%	-14%
O=c1c(-c2cccs2)nc2ccccc2n1C(CCc1ccccc1)c1nc2ccccc2[nH]1 (configuration not stated)	·	?	?
COC(=O)c1cc(=O)nc(NN=C2CCCCC2)s1	·	1%	1%
CCCc1c(O)nc(SCc2ccccc2)[nH]c1=O	3%	-23%	-14%
Cc1cccc(NC(=O)CSC(N)=O)c1C	8%	26µM*	18µM*
CC(c1ccccc1)N1C(=O)/C(=C/c2ccncc2)SC1=S (configuration not stated)	·	?	23µM*
CC(C)CCNC(=O)CN1C(=O)NC(c2ccccc2)(c2ccccc2)C1=O	9%	-10%	?
CCOc1ccc(NC(=S)NS(=O)(=O)c2cc(Br)ccc2OCC)cc1	·	-1%	?
CCn1c(C)nnc1SCC(=O)Nc1ccc2c(c1)OCCO2	·	-9%	-17%
O=C(OCCN1CCOCC1)c1ccccc1	6%	-28%	?

Whole records, quoted from the list. Order of screens: TDP1 block	TDP1 cell CPT	TDP1 cell noCPT
CC(C)CCNC(=O)CN1C(=O)NC(c2ccccc2)(c2ccccc2)C1=O as listed: 9%	-10%	?
Cc1cccc(NC(=O)CSC(N)=O)c1C as listed: 8%	26µM*	18µM*
CC(=O)c1cc(C#N)c(N2CC(C)OC(C)C2)nc1C (configuration not stated) as listed: -3%	10%	16%
CCCc1c(O)nc(SCc2ccccc2)[nH]c1=O as listed: 3%	-23%	-14%
O=C(OCCN1CCOCC1)c1ccccc1 as listed: 6%	-28%	?

Following part.
SMILES	TDP1 block	TDP1 cell CPT	TDP1 cell noCPT
CC1CN(CCCOc2ccc([N+](=O)[O-])cc2)CC(C)O1 (configuration not stated)	1%	1%	-23%
COc1ccc(CNC(=O)CN2C(=O)C3CCCN3c3ncc(Cl)cc32)cc1 (configuration not stated)	2%	?	?
Cc1ccc2nc(-c3ccc(NS(=O)(=O)c4c(C)n(C)c(=O)n(C)c4=O)cc3)sc2c1	·	?	?
Cc1cc(C)cc(NC(=O)C2CCCN(c3nnc(-n4c(C)ccc4C)s3)C2)c1 (configuration not stated)	10%	26µM*	?
COc1ccc(Nc2nc3c([nH]2)c(=O)[nH]c(=O)n3C)cc1	0%	-4%	-17%
COC(=O)c1ccc(-n2nnc(-c3nc(-c4ccc5c(c4)OCO5)no3)c2C)cc1	3%	-30%	2%
COc1ccc(Br)c2c1-c1nc(NC(=O)c3ccccc3SC)sc1C2	0%	?	?
C=CCn1c(SCC(=O)Nc2ccc(F)cc2)nc2ccccc2c1=O	2%	-24%	?
CC(C)(CNC(=O)Cc1ccc(Cl)cc1Cl)N1CCCCC1	5%	0%	-7%
O=Cc1ccc(OCc2ccccn2)cc1	1%	-29%	?
Cc1cc(O)cc(C)c1NS(=O)(=O)c1ccc2ccccc2c1	·	?	26µM*
CC(C)c1nnc(NC(=O)CCC(=O)Nc2ccccc2)s1	1%	20%	9%
C#CC[N+]1(CC#Cc2cccc3ccccc23)CCOCC1	6%	?	?
CCOC(=O)C1CCN(C(=O)C2CCN(c3nnc(-n4cccc4)s3)CC2)CC1	2%	-19%	-10%
O=c1c2ccccc2nc(/C=C/c2ccc3c(c2)OCO3)n1CCCO	0%	-4%	?
CCN1C(=O)C2C(c3cccc(F)c3)NC(C)(C(=O)OC)C2C1=O (configuration not stated)	0%	-11%	-8%
CC(=O)NCC(=O)NC1CCCc2c1cnn2-c1ccc(C(C)(C)C)cc1 (configuration not stated)	4%	-15%	4.1µM*
Cn1c(=O)[nH]c(=O)c2c1nc(CN1CCN(c3ccccc3)CC1)n2Cc1c(F)cccc1Cl	-1%	?	?
O=C(COC(=O)c1cccc(S(=O)(=O)N2CCOCC2)c1)c1ccccc1	9%[0.0935 µM]	-1%	?
Cn1c(/C=N/NC(=O)c2ccccc2Br)nc2ccccc21	6%	?	18µM*
N=C1C(c2ccccc2)=C(O)CN1c1cccc(S(=O)(=O)N2CCCCC2)c1	·	-14%	19%
O=C(COc1cccc2cccnc12)Nc1nccs1	-10%	-21%	-13%
CCc1cccc(C)c1NS(=O)(=O)c1cc(-c2cc(C)no2)ccc1C	3%	?	?
O=C(O)CNS(=O)(=O)c1c(Cl)cccc1Cl	2%	0%	-2%
Cc1ccc(NC(=O)CCc2nnc(SCC(=O)Nc3ccccc3C)n2C)cc1Cl	2%	-4%	2%
CCOC(=O)c1cccc(NC(=O)c2cc3sccc3n2Cc2ccc(Cl)cc2)c1	1%	?	18µM*
CCOc1ccc(NC(=O)c2c(Nc3ccc(OC)cc3OC)sc(C(=O)c3ccc(Cl)cc3)c2N)cc1	0%	12µM*	13µM*
C=CCn1c(OCc2ccccc2)n[nH]c1=S	·	5%	-23%
CN(C)c1ccc(-c2nc3ccc(Cl)cn3c2Nc2ccc3c(c2)OCCO3)cc1	12%	?	15µM*
COc1cccc(-c2cc(C(=O)NN3CCOCC3)c3ccccc3n2)c1	1%	?	4.6µM*
Cc1ccc2c(c1)N(C(=O)CCC(=O)N1CCOCC1)CCO2	·	-1%	-15%
CCOC(=O)C1CCN(CCC(=O)Nc2ccc(F)cc2)CC1	-2%	-14%	-2%
CCOC(=O)c1ccc(N(C(=O)CNC(=O)c2ccco2)C(C(=O)NCC2CCCO2)c2ccc(OC)c(OC)c2)cc1 (configuration not stated)	4%	0%	-1%
CCOC(=O)c1c(-c2ccccc2)csc1NC(=O)C(C)NCc1ccco1 (configuration not stated)	5%	18µM*	?
COc1ccc(-n2ccnc2SCC(=O)Nc2ccc3c(c2)OCO3)cc1	5%	?	-24%
CC(=O)N1CCN=C1SCc1ccc(C)cc1	7%	-10%	-10%
CCC(=O)N1CC2(C)CN(C(=O)CC)CC(C)(C1)C2	-2%	-20%	-3%
CC1CCCC(C)N1C(=O)COC(=O)CCC(=O)c1cccs1 (configuration not stated)	1%	1%	0%
COc1ccc2nc(C3CCCCC3)nc(C3CCCCC3)c2c1	-9%	?	?
CCc1cc(C(=O)NC2CCCc3c2cnn3-c2ccc(F)cc2F)no1 (configuration not stated)	·	21µM*	18µM*
CCC1(CC)NC(=O)N(CC(=O)OCC(=O)Nc2ncc(Cl)cc2Cl)C1=O	·	19%	7%
Cc1ccc(C)n1NC(=O)c1ccccc1	2%	-2%	-14%
Cc1cc(C)c(C(=O)c2ccc(C(=O)N(C(C)C)C(C)C)cc2)c(C)c1	-8%	16µM*	18µM*
COc1cccc(NC(=O)COc2cccc(-n3cnnn3)c2)c1	4%	1%	11%
c1ccc(C[n+]2cccc(-c3ccccc3)c2)cc1	0%	8.2µM*	8.2µM*
NS(=O)(=O)c1ccc(CCNC(=O)c2ccc3c(c2)OCO3)cc1	6%	11%	-8%
O=C(OCCOCCN=C1NS(=O)(=O)c2ccccc21)c1ccc(F)cc1	·	1%	-19%
N#CCCN(CCCN1CCOCC1)CN1C(=O)c2ccccc2C1=O	·	4%	?
CC1=CC(=O)C(C(C)C)=C/C1=N/OS(=O)(=O)c1ccccc1	·	0.58µM*	0.58µM*
CCOc1ccc(OCCC(=O)NNC(=O)c2ccccc2Cl)cc1	·	1%	-8%
CCN(CC)S(=O)(=O)N1CCC(C(=O)NC(C)CCc2ccccc2)CC1 (configuration not stated)	2%	-26%	?
CC(C)CCNC(=O)c1cn(C)c2ccc(S(=O)(=O)N3CCOCC3)cc2c1=O	0%	-20%	-19%
Cc1ccccc1-c1nc(Cc2ccc(Cl)cc2)no1	-1%	1%	-8%
CC1CCc2sc(C(=O)NNC(=O)c3ccncc3)cc2C1 (configuration not stated)	·	-20%	-5%
O=C(CCc1c[nH]c2ccccc12)NCC1CCCO1 (configuration not stated)	3%	4%	-3%
Cc1nc(SCC(=O)N2CCOCC2)c2c3c(sc2n1)CCC3	2%	-4%	?
COc1cccc(NC(=O)CCCN2C(=O)C3CC=CCC3C2=O)c1 (configuration not stated)	1%[56.1 µM]	-2%	4%
Oc1ccc(-c2csc(Nc3ccccn3)n2)cc1	9%	?	?
Cc1ccc(C2CC(c3cccc(C)c3)n3nc(N)nc3N2)cc1 (configuration not stated)	5%	-24%	?
CCOc1cc(CNn2c(C)nnc2SCC(=O)NC(C)(C)C)ccc1OCC(=O)NC(C)(C)C	-2%	?	?

Structures above with a tert-butyl group (two):
SMILES	TDP1 block	TDP1 cell CPT	TDP1 cell noCPT
CC(=O)NCC(=O)NC1CCCc2c1cnn2-c1ccc(C(C)(C)C)cc1 (configuration not stated)	4%	-15%	4.1µM*
CCOc1cc(CNn2c(C)nnc2SCC(=O)NC(C)(C)C)ccc1OCC(=O)NC(C)(C)C	-2%	?	?

Next part.
SMILES	TDP1 block	TDP1 cell CPT	TDP1 cell noCPT
CN1CCN(c2ccc(S(=O)(=O)N3CCCCC3)cc2NC(=O)c2ccc3ccccc3c2)CC1	-5%	?	?
CCOC(=O)c1c(Nc2ccc(C)cc2)nnc(-c2ccccc2)c1-c1ccccc1	·	?	18µM*
COC(=O)C1=C(C)NC(=O)C1(NC(=O)c1ccncc1)C(F)(F)F (configuration not stated)	0%	?	?
COc1cccc(/C=N\NC(=O)C2=NNC(=O)C2C)c1O (configuration not stated)	8%	?	23µM*
CC(C)(C)C(=O)Nc1cccc(S(=O)(=O)NC2=NCCC2)c1	·	-25%	0%
COc1ccccc1N1CCN(/N=C/c2cccc(Cl)c2)CC1	·	-20%	?
O=S(=O)(c1ccccc1)c1nnn2c1nc(Nc1ccccc1)c1cc(Cl)ccc12	2%	?	?
Nc1ccc(N2CCOCC2)cc1C(F)(F)F	-1%	0%	0%
O=C(COC(=O)c1cc(S(=O)(=O)N2CCCCC2)ccc1Cl)NCc1ccco1	5%	8%	-22%
CC1(C)CC2CC(C)(CN2c2ncnc3ccccc23)C1 (configuration not stated)	1%	8.2µM*	9.2µM*
COc1ccc(C(=O)N/C(N)=N/c2nc3ccccc3o2)cc1	2%	-25%	-26%
CN1CCN(CCCNc2nc3ccccc3c3nc(-c4ccccc4)nn23)CC1	·	?	13µM*
CCN(CC)c1ncnc2c1ncn2Cc1c(Cl)cccc1Cl	-1%	?	?
O=[N+]([O-])c1cccc(-c2cnc3ccccc3n2)c1	·	4%	-14%
Cc1noc(C)c1COc1ccc(C(=O)N2CCN(S(=O)(=O)c3ccccc3)CC2)cc1	3%	?	?
CS(=O)(=O)N(CC(=O)N1CCN(Cc2ccccc2)CC1)c1cccc(Cl)c1	·	?	-19%
COc1ccc(C(=O)OCC(=O)NC2CCCCCC2)c(OC)c1	-4%[0.505 µM]	-8%	?
Cc1nn(-c2ccccc2)c2sc(C(=O)N3CCc4ccccc4C3)cc12	2%	?	23µM*

Bioassay records deposited in PubChem by National Center for Advancing Translational Sciences (NCATS).
